SSB-PriA inh = K. pneumoniae PriA-SSBct interaction inhibition; AlphaScreen SSBct-PriA binding, biotinylated peptide; inhibition, % at 33 µM; 430,000 tested, 0.6% active; AID 1272365; in the data active = inhibition mostly above about 37%, no sharp cut-off; inactive = mostly below about 20%;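 also: plate controls were negative control peptide for no effect and reference peptide for full effect; strong numbers were not always called active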
* marks the source's active call; other numbers are inactive results; & = joins results of further samples.

| molecule | SSB-PriA inh |
| --- | --- |
| O=C(c1ccc2ncsc2c1)N1CCCC[C@H](c2ccccc2)C1 | -2 |
| COc1ccccc1NC(=O)/C=C1\SC(=O)NC1=O | 6 |
| COc1ccccc1NC(=O)N1CCC(CNC(=O)C(=O)Nc2ccc3c(c2)OCCO3)CC1 | -3 |
| Cc1ccc([N+](=O)[O-])cc1NC(=O)C(=O)NCc1ccco1 | -9 |
| C=C1CSc2nc(=O)c3cn[nH]c3n21 | -7 |
| COc1cc(Nc2c(C#N)cnc3c(F)cccc23)cc(OC)c1OC | 1 |
| Cc1ccc(C)c(-c2nnc(NC(=O)C3COc4ccccc4O3)o2)c1 (configuration not stated) | -17 |
| CC(=NNC(=O)CCn1nnc2ccccc21)c1ccco1 | -8 |
| COc1ccc(-c2cc(=O)n(CC(=O)O)cn2)cc1 | -4 |
| Cc1cc(OC2CN(C(=O)c3cccc(N(C)C)c3)C2)cc(=O)n1C | -2 |
| O=C(NN=Cc1cccc(F)c1)c1c(O)c2ccccc2[nH]c1=O | -12 |
| O=C(NCc1ccccc1-c1ccsc1)c1ccno1 | -1 |
| CC(C)S(=O)(=O)c1ccc(CC(=O)Nc2ccccc2Cc2nc(C3CC3)no2)cc1 | -1 |
| CC(CC(=O)Nc1ccccc1[N+](=O)[O-])=NNC(=O)COc1ccccc1C | -9 |
| CO[C@@H](CNC(=O)CCc1ccccc1F)c1ccc(C)s1 | -9 |
| Cc1noc(C2CN(C(=O)c3cnn(-c4ccccc4)c3C)C2)n1 | -3 |
| COc1ccc(NS(=O)(=O)c2cccc3cnccc23)cc1OC | 8 |
| Cc1cccc(C=NNc2ccc3ccccc3n2)c1 | -21 |
| CCOc1ccc(OCC)c(S(=O)(=O)N2CCN(C34CC5CC(CC(C5)C3)C4)CC2)c1 | 5 |
| COc1cccc(NC(=O)Cn2cc(-c3nnc(C)o3)c3ccccc32)c1 | -8 |
| COc1cccc(-c2cc(C(=O)NCCn3ccc(-c4ccsc4)n3)n(C)n2)c1 | -4 |
| O=c1cc[nH]c(=O)n1-c1ccccc1 | -6 |
| O=C(c1ccco1)N1CCN(c2ccc3cccc(OCc4ccc(C(F)(F)F)cc4)c3n2)CC1 | 3 |
| COc1cc(C(=O)Oc2ccc3oc(=O)cc(-c4cc5ccccc5o4)c3c2)cc(OC)c1OC | -9 |
| O=C(NCCn1ncc2c(N3CCN(c4ccccc4)CC3)ncnc21)c1cccs1 | 2 |
| NC(=NOC(=O)c1ccc(Cl)cc1Cl)c1ccccn1 | -23 |
| CCOC(=O)c1sc(NC(=O)c2ccc(C#N)cc2)c(C(=O)OCC)c1C | -1 |
| CSCC[C@](C)(O)CNS(=O)(=O)c1ccc(OC(F)(F)F)cc1 | -17 |
| Cc1ccccc1CN1CCC(COCc2ccc(F)cc2)CC1 | -27 |
| O=C(Nc1nc2c(s1)Cc1ccccc1-2)c1ccc([N+](=O)[O-])s1 | -8 |
| O=C(CCC(=O)NC1CCCCC1)NN=Cc1ccncc1 | -8 |
| Cc1ccc(Sc2nc3c(c(=O)n(C)c(=O)n3C)n2Cc2ccc(Cl)cc2)cc1 | -11 |
| O=C(NCCN1CCN(C(=O)c2cnn(-c3ccccc3)n2)CC1)c1ccsc1 | 0 |
| O=C(CSc1nc2c(cnn2Cc2cccc(Cl)c2)c(=O)[nH]1)NC1CCCCC1 | -19 |
| Cc1nc(NC(=O)C2CCN(c3cc(C4CC4)ncn3)CC2)sc1C(=O)N(C)C | -26 |
| O=C(NCc1cccnc1-c1cccs1)c1ccccc1F | -6 |
| Cc1ccc([N+](=O)[O-])cc1S(=O)(=O)NCc1nnnn1-c1ccc(Cl)cc1 | -7 |
| O=C(c1ccncc1)N1CCC(CNC(=O)C2(c3ccc(Cl)cc3)CCCC2)CC1 | -3 |
| COc1ccc(-c2nc3ccccc3n2Cc2cccc3ccccc23)cc1OC | 0 |
| O=C(c1cncc(Br)c1)N(Cc1cnc2ccccn12)C1CC1 | -15 |
| COc1ccc(NC(=O)CC(C)C)cc1N1CCCC1=O | 2 |
| O=C(NCc1cccnc1-c1cccs1)C1c2ccccc2Oc2ccccc21 | 1 |
| CCOC(=O)c1ccc(Nc2nc(Nc3ccc(OC)cc3)c3nccnc3n2)cc1 | -16 |
| Cc1ccc(C)c(NC(=O)CSc2n[nH]c(-c3ccccc3)n2)c1 | 39 |
| O=C(COc1ccc(Cl)cc1Cl)NCCn1nc(-c2ccco2)n(C2CC2)c1=O | -6 |
| O=C(O)CC(CC(=O)O)c1ccccc1 | -22 |
| O=C(NCC(O)c1ccoc1)C(=O)Nc1ccc2c(c1)OCCO2 (configuration not stated) | 1 |
| CCOC(=O)c1nn(-c2ccc(F)cc2)c(=O)cc1NC(=O)c1cc2cccc(OCC)c2oc1=O | -5 |
| CC(C)(C)C(=O)Nc1ccc2oc3ccc(NC(=O)C(C)(C)C)cc3c(=O)c2c1 | -2 |
| O=C(Nc1nc(-c2ccccc2)c(-c2ccccc2)s1)c1c(F)cccc1F | 0 |

Next structures:
| molecule | SSB-PriA inh |
| --- | --- |
| Cc1ccc(-c2cc(C(=O)N/N=C\c3c(O)ccc4ccccc34)n[nH]2)s1 | 7 |
| O=[N+]([O-])c1ccc(O)c(C=NNc2nc3ccccc3[nH]2)c1 | 112 |
| O=C(c1ccco1)N1CCN(C(=O)c2c[nH]c(=O)n(Cc3ccccc3F)c2=O)CC1 | -4 |
| CC(O)C(O)C(O)C(O)C=NNC(=O)c1ccccc1 (configuration not stated) | 7 |
| O=C(CSC1=NS(=O)(=O)c2cc(F)ccc2N1)Nc1ccc(OC(F)(F)F)cc1 | -3 |
| Cc1nnc(SCc2ccc(C#N)cc2)c2ccccc12 | -10 |
| CN(C)S(=O)(=O)NCc1cncc(-c2ccsc2)c1 | -1 |
| CC(O)(CNC(=O)c1ccoc1)c1cc2ccccc2s1 (configuration not stated) | 6 |
| Cc1c(Cl)cccc1NC(=O)CC1CCCCN1S(=O)(=O)c1ccccc1 (configuration not stated) | 9 |
| COc1ccc2sc(N(Cc3cccnc3)C(=O)/C=C\c3ccc([N+](=O)[O-])cc3)nc2c1 | 2 |
| Cc1cc2cc(C)nn2c(N)n1 | -17&-6 |
| COc1ccc(CC(=O)N2CCCC(c3nnc(C)s3)C2)cc1 (configuration not stated) | 3 |
| CCN(CC)CC#CCNC(C)=O | -3 |
| COc1ccc(CCNC(=O)CSc2nnc(CSc3nc4ccccc4s3)n2C)cc1OC | -11 |
| Fc1ccc(Nc2nc(-c3ccoc3)cs2)cc1F | -3 |
| O=C(Nc1ccc2ncsc2c1)C1CCCCC1 | -7 |
| Cc1cc(Br)ccc1NC(=O)C(=O)c1c(C)[nH]c2ccccc12 | 21 |
| COc1cc(C(=O)NCCc2csc3nc(-c4cccs4)nn23)c([N+](=O)[O-])cc1OC | -1 |
| O=C(NCCn1nc(-c2ccncc2)ccc1=O)c1ccccc1Cl | -26&-8 |
| CCOc1ccccc1Oc1coc2c3c(ccc2c1=O)OCN(Cc1ccco1)C3 | -9&-1 |
| Cc1nc2ccccn2c1C(=O)NN=Cc1cc(C)n(-c2ccc(Cl)cc2)c1C | 22 |
| Cc1cc(C)n(CC(=O)Nc2ccccc2Br)c(=O)c1C#N | -5 |
| O=C(CSc1ccc(F)cc1)NCc1ccc(C(=O)c2ccco2)s1 | -12 |
| O=C(Nc1cc(F)ccc1F)c1ccc(S(=O)(=O)NCc2cccs2)o1 | -7 |
| Cc1noc(CNS(=O)(=O)c2ccc(C)s2)n1 | -9 |
| O=C(Cn1cccn1)NC1CCC(Oc2ccccn2)CC1 (configuration not stated) | -5 |
| O=C(NCc1cccs1)c1cc(=O)c(OCc2ccc(F)cc2)co1 | -10 |
| O=C1OC2(CCCN(C(=O)c3ccccc3C(F)(F)F)C2)c2ccccc21 (configuration not stated) | -23 |
| O=C(Cc1csc(NC(=O)Nc2ccc(Cl)cc2)n1)Nc1ccc(F)c(Cl)c1 | 4 |
| O=C(c1ccccc1Cl)N1CCN(c2ccc(N3CCCCCC3)nn2)CC1 | -5 |
| CC(=O)Nc1cccc(NC(=O)Nc2cn(C)c3ccccc23)c1 | 9 |
| Cc1cc(C)n(N=Cc2cccc([N+](=O)[O-])c2)c(=O)c1 | 1 |
| O=C(Nc1cc(Cl)ccc1Cl)c1n[nH]n2c1nc(=O)c1ccccc12 | 7 |
| CC(=NNC(=O)c1cccc2ccccc12)c1ccccn1 | 66* |
| COc1ccc(Nc2cc(N3CCC4(CC3)OCCO4)c3noc4c3c2C(=O)c2ccccc2-4)cc1 | 10 |
| COc1ccc(OC)c(NC(=O)CC23CC4CC(C2)CC(c2ccccc2)(C4)C3)c1 | -12 |
| CC(C)c1cc(=O)n(CC(=O)Nc2cccc(F)c2)cn1 | -5 |
| Cc1ccc(-c2nc(Cn3nnc(-c4nc(-c5ccc(OC(C)C)cc5)no4)c3C)c(C)o2)cc1 | -24 |
| Cc1ccsc1C=NNC(=O)CSCc1ccc(Cl)cc1 | -3 |
| CC(=O)c1ccc2ccccc2c1OC(=O)c1cccnc1 | -6 |
| Cc1nc2ccccc2c(=O)n1-c1ccc(F)c(NC(=O)CCCc2ccccc2)c1 | -3 |
| O=C(c1cc(-c2ccco2)[nH]n1)N1CCC(S(=O)(=O)Cc2ccco2)C1 (configuration not stated) | 5 |
| N#Cc1nccnc1N1CCC(CNC(=O)C(=O)Nc2ccc(OC(F)(F)F)cc2)CC1 | -19 |
| CNC(=O)c1ccsc1N | -6 |
| O=C(Nc1ccc2c(c1)N(C(=O)c1ccco1)CCC2)c1cccc(Br)c1 | -12 |
| O=C(CO)NN=Cc1ccc(Cl)cc1 | -13 |
| COc1ccc(CCC(=O)NCC(c2cccc3ccccc23)N2CCOCC2)cc1 (configuration not stated) | 1 |
| CC(=O)Nc1ccc(C(=O)N2CCC(N3CCCC3COCc3ccccc3)CC2)cc1 (configuration not stated) | 12 |
| N=C1S/C(=C\c2ccc(Cl)cc2)C(=O)N1c1ccc(S(N)(=O)=O)cc1 | -26 |
| COc1ccc(Cl)cc1NC(=O)N1CCS[C@H](c2cc(F)ccc2F)CC1 | -21 |

Going on with the list.
| molecule | SSB-PriA inh |
| --- | --- |
| CN(C)c1nc(NCc2ccccc2)nc(NN=Cc2ccc3c(c2)OCO3)n1 | 17 |
| CCOc1cc(-c2nnc(NC(=O)c3cc4cc([N+](=O)[O-])ccc4s3)o2)cc(OCC)c1OCC | -4 |
| Cc1cc2cc(CNC(=O)Cc3ccc(Cl)cc3)ccc2n1C | 6 |
| O=C(NCc1nc2ccccc2[nH]1)c1cc(-n2ccnc2)ccn1 | -7 |
| COc1cccc2cc(C(=O)Nc3ccc(CC(=O)N4CCOCC4)cc3)oc12 | -5 |
| Cn1nc(C(=O)N2CCN(C[C@H](O)c3ccco3)CC2)ccc1=O | -1 |
| Cc1ccc2nc(NNC(=S)Nc3ccccc3)nc(-c3ccccc3)c2c1 | 25 |
| CSc1ncccc1C(=O)N1C2C=CCC1CC2 (configuration not stated) | 7 |
| Cc1cc(C)nc(NC(C(=O)O)C(C)C)n1 (configuration not stated) | -8 |
| Cc1nn(-c2ccccc2)c(N2CCCC2)c1C=NNC(=S)Nc1ccccc1C(F)(F)F | 7 |
| CCOC(=O)c1ccc(NC(=O)c2ccn(CC)n2)cc1 | -17&8 |
| CC(C)N1CCC(CNS(=O)(=O)c2ccc(-c3ccccc3)cc2)CC1 | 6 |
| O=C(NCC1CCN(C(=O)c2ccoc2)CC1)C(=O)Nc1cccc(N2CCCC2=O)c1 | -5 |
| CCSc1nc(N)c(NC(=O)c2ccc(C)cc2)c(=O)[nH]1 | -11 |
| CN(C)C(CNC(=O)c1ccccc1F)c1cn(C)c2ccccc12 (configuration not stated) | -1 |
| O=C(NCCC(O)c1ccoc1)c1cccc2ccccc12 (configuration not stated) | -12 |
| O=C(CSc1ccc(-c2cccnc2)nn1)NCc1ccccc1Cl | 4 |
| COCCN(Cc1ccoc1)C(=O)CCc1ccccc1F | -8 |
| COc1ccc(NC(=O)Nc2nc(-c3ccc4c(c3)OCO4)cs2)cc1 | 0 |
| CCOC(=O)c1c(C)[nH]c(C(=O)/C(C#N)=C\c2ccco2)c1C | 20 |
| COc1ccc(S(=O)(=O)CCC(=O)Nc2nnc(-c3ccc(Br)s3)o2)cc1 | -6 |
| Cc1nnc2ccc(N3CCN(C(=O)COc4cccc(Cl)c4)CC3)nn12 | -5 |
| O=C(CSc1nnc(-c2c[nH]c3ccccc23)n1-c1ccc(F)cc1)NCc1ccccc1Cl | -21 |
| O=C(Nc1cccc([N+](=O)[O-])c1)c1ccc(Br)cc1F | 6 |
| N#Cc1ccc(-c2ccc3c(c2)OCO3)nc1SCC(=O)N1CCOCC1 | -2 |
| COc1cccc(-c2cc(-c3nc(-c4ccc5c(c4)OCO5)no3)[nH]n2)c1 | 5 |
| CCOc1ccc(-c2csc(-n3nc(C)cc3NC(=O)c3cccc(OC)c3OC)n2)cc1 | -7 |
| COc1cc(OC)c(NC(=O)Cn2c(=O)nc(-c3ccccc3)c3cc(Cl)ccc32)cc1Cl | -6 |
| O=C(CSc1ccc(F)cc1)N(CCn1cccn1)c1nc2c(C(F)(F)F)cccc2s1 | -29 |
| CCCOc1ccc(S(=O)(=O)Nc2ccc3c(c2)CCC(=O)N3Cc2ccccc2)cc1 | 6 |
| CN1C[C@@H](NC(=O)Nc2cccs2)CC1=O | -13 |
| O=C(Nc1ccccc1Oc1ccccc1)C(c1ccccc1)c1ccccc1 | 0 |
| COc1ccc2oc(=NNC(=O)c3cccs3)c(C(N)=O)cc2c1 | -1 |
| O=C(NC[C@]1(O)CCOc2ccccc21)C(=O)Nc1ccc2c(c1)CCCN2C(=O)c1cccs1 | 12 |
| O=C(NN=Cc1ccncc1)c1sc2ccccc2c1Cl | -11 |
| Cc1cc(C)n(CC(=O)NCc2ccc(F)cc2)c(=O)c1-c1nc(-c2ccccc2)no1 | -1 |
| CC(=NNC(=O)c1cccs1)c1c(O)cc(C)oc1=O | -10 |

Some of the entries above, set out differently:
CCCOc1ccc(S(=O)(=O)Nc2ccc3c(c2)CCC(=O)N3Cc2ccccc2)cc1
  SSB-PriA inh = 6
CN1C[C@@H](NC(=O)Nc2cccs2)CC1=O
  SSB-PriA inh = -13
O=C(Nc1ccccc1Oc1ccccc1)C(c1ccccc1)c1ccccc1
  SSB-PriA inh = 0
COc1ccc2oc(=NNC(=O)c3cccs3)c(C(N)=O)cc2c1
  SSB-PriA inh = -1

The list is partial (hit frequency here may not be typical).
